Screening results: PubChem BioAssay, several laboratories
OX1R antag-1: human HCRTR1 antagonism. O43613. CHO/OX1R cells, Fluo-8 calcium fluorescence, orexin A. inhibition, % at 5 µM. 0.43% of 330,000 active. AID 434989;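 active = inhibition above its plate's threshold, mean inhibition of all tested compounds on the plate plus 3 SD, cut at about 37% in these data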;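 also: 0% = orexin A challenge wells and 100% = SB-334867-A antagonist wells; not every result past the cut was called active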
Target sequence (O43613 whole entry, looked up): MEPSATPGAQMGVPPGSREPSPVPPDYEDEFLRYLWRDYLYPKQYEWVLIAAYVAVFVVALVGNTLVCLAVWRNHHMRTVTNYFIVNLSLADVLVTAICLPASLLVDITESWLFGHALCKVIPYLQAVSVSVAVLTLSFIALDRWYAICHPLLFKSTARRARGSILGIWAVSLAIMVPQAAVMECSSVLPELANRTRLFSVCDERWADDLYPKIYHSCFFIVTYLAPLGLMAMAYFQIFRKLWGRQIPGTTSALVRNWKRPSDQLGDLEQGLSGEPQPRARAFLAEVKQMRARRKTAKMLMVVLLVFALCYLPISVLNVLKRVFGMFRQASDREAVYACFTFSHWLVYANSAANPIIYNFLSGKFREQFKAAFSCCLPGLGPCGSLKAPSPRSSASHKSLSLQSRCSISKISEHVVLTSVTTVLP
CHT allo act: allosterically activates the human high affinity choline transporter; Q9GZV3; CHT-expressing cells, membrane potential dye, choline EC20; active compounds read high; LV-AA mutant CHT in HEK293 cells; B-score at 10 µM; 0.49% of 310,000 active;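 active = initial fluorescence not abnormally high and integrated response B-score, plate-corrected, over 3 SD above library mean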
Target sequence (Q9GZV3 whole entry, looked up): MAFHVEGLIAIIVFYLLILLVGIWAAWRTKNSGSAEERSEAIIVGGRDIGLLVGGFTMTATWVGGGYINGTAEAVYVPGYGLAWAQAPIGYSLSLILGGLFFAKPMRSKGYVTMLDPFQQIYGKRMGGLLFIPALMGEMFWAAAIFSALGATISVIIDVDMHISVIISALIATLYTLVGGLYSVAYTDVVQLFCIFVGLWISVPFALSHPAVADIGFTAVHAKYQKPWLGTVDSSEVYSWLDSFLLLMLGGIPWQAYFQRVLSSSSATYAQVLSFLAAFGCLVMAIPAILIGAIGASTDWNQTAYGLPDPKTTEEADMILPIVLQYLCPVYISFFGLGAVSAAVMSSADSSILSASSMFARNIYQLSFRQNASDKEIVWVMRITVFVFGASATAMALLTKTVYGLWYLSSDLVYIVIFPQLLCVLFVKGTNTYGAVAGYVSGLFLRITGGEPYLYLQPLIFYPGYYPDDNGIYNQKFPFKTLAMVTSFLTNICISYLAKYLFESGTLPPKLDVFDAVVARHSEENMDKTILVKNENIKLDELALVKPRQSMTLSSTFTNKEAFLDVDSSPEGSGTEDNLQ
OX1R antag-2: antagonists of human orexin 1 receptor (OX1R); OX1R-expressing cells, FRET antagonist read-out; inhibition, % at 6.6 µM; 1.8% of 330,000 active; O43613; AID 485270; in the data active = inhibition mostly above about 38%, no sharp cut-off; inactive = mostly below about 40%;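 also: 0% = agonist challenge alone and 100% = reference antagonist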
* = called active by the depositor; i = inactive; · = no result given.

entry	canonical_smiles	CHT allo act	OX1R antag-2	OX1R antag-1
1	CC(C)NC(=O)CSc1nnc(COc2ccccc2Cl)o1	i	14.1	-16.0
2	CC(Oc1cccc(Cl)c1)C(=O)N1CCCN(C)CC1 (centres undefined)	i	-0.8	-11.8
3	O=C(Cc1ccc([N+](=O)[O-])cc1)NNC(=O)c1cccs1	i	30.2	-13.6
4	O=C(CSc1nnc(-c2ccc(F)cc2)c2ccccc12)Nc1ccccc1Cl	i	18.1	-7.0
5	O=C(Cn1nc(Cc2ccncc2)c2ccccc2c1=O)N1CCc2ccccc2C1	i	5.7	-44.6
6	Cc1c(C(=O)N(C)c2ccc(Cl)cc2)cnn1-c1ccccc1	i	5.3	-22.2
7	COc1ccc(NC(=O)c2[nH]c(C)c(C(C)=O)c2C)cc1S(=O)(=O)N1CCOCC1	i	-4.7	-13.8
8	CCOC(=O)c1ccc(-c2c(-c3ccccc3OC)oc3ccccc23)cc1F	·	2.4	-36.0
9	Cc1ccccc1NC(=O)CSc1nc2ccccc2o1	i	7.6	-11.9
10	CCOC(=O)C1=C(COC(=O)COc2ccccc2C=O)NC(=O)NC1C (centres undefined)	·	9.1	-3.2
11	CCN(CC)C(=O)COc1ccc2c3c(c(=O)oc2c1C)CCCC3	i	14.4	-13.8
12	Cc1nc2ccccc2cc1C(=O)N/N=C/c1cccs1	i	22.1	-3.2
13	CC(NC(=O)CSc1ccccc1C(=O)O)C1CC2CCC1C2 (centres undefined)	i	9.4	-3.5
14	CC(=NCC1CCNCC1)C1=C(O)CC(C)(C)CC1=O	i	14.8	7.1
15	NS(=O)(=O)c1ccc(Nc2ccc([N+](=O)[O-])c3nonc23)cc1	i	132.1*	-1.9
16	CC(C)c1cc(C(=O)N2CCCC(C(=O)c3ccc4ccccc4c3)C2)on1 (centres undefined)	i	36.9	-29.3
17	Cn1c(-c2ccc(F)cc2)cnc1NCc1ccc(F)cc1	i	5.1	-27.4
18	CC(C)Oc1cccc(C(=O)Nc2ncn[nH]2)c1	i	11.8	-17.6
19	COc1ccccc1Cc1noc(C(C)(C)NC(=O)c2ccccc2)n1	i	10.9	-10.4
20	O=C(Nc1cccc(C(=O)Nc2ccc(F)cc2F)c1)c1ccccc1	i	-7.0	-20.9
21	COc1cc(CCC(=O)Nc2nnc(-c3cccnc3)s2)cc(OC)c1OC	i	13.6	-25.8
22	CCC(C)(C)NC(=O)C1CCN(c2nc(OC)nc(OC)n2)CC1	i	-3.0	-25.6
23	CC1(C)CC(=O)C2=C(C1)c1c(ccc3ncccc13)NC2c1cccs1 (centres undefined)	i	9.3	-35.2
24	COc1ccccc1N(C)S(=O)(=O)c1ccc(Cl)c(C(=O)NC2=NCCS2)c1	i	10.4	-21.4
25	O=C(O)c1ccc(-n2c(O)c(C=C3N=c4ccccc4=N3)sc2=S)cc1	i	7.9	1.8
26	O=C(c1ccc(Cl)c(S(=O)(=O)N2CCOCC2)c1)N1CCN(Cc2ccccc2)CC1	i	12.9	-22.8
27	CC(C(=O)NC(C)(C)C)N(C(=O)CS(=O)CC(=O)Nc1ccc(F)cc1)C1CCCC1 (centres undefined)	i	6.4	-17.3
28	Cc1cc(NS(=O)(=O)c2ccc(NC(=O)CCCOc3ccc(Cl)cc3)cc2)no1	i	11.2	-19.3
29	Fc1cccc2sc(Nc3nc4cc5c(cc4s3)OCO5)nc12	i	75.5*	41.4*
30	CCOC(=O)c1sc(=S)sc1SCc1cccc(C(F)(F)F)c1	i	1.1	7.0
31	COc1ccc(NC(=O)CCCC(=O)OCC(=O)c2cccc(OC)c2)cc1	i	12.0	-8.9
32	CCOc1ccc(S(=O)(=O)NC2CCCC2)cc1C	i	16.8	-9.1
33	CSc1nc(SCC(=O)O)c2c3c(sc2n1)COC(C)(C)C3	i	18.3	1.9
34	COc1ccc(C2C(C(C)=O)=C(O)C(=O)N2CCc2ccccc2)c(OC)c1 (centres undefined)	i	16.8	-13.4
35	CC(CCc1ccccc1)NC(=O)CN1CCc2ccccc2C1 (centres undefined)	i	11.4	-22.1
36	O=C(NCc1ccc2c(c1)OCO2)c1ccccc1Cl	i	8.0	-8.9
37	OCCNCCCOc1ccc(Cl)cc1Br	i	10.7	-22.0
38	CC(C)CCNC(=O)NC(=O)COc1c(F)c(F)cc(F)c1F	i	16.3	-17.5
39	O=C1CC(N2CCN(c3ccc(Cl)cc3)CC2)C(=O)N1c1ccc(F)cc1 (centres undefined)	i	1.5	-16.5
40	COc1ccc(OC)c(C2CC(=O)Nc3c2c(=O)[nH]c2ncnn32)c1 (centres undefined)	i	24.4	-19.3
41	COc1cccc(CNC(=O)C2CCN(S(=O)(=O)c3ccc(Br)s3)CC2)c1	i	8.3	-42.8
42	O=C1OC(c2ccc(O)cc2)(c2ccc(O)cc2)c2ccccc21	i	11.1	-3.0
43	O=C1C2C(C(=O)N1c1ccccc1)N1CCCN1C2c1ccccc1 (centres undefined)	i	16.8	-16.6
44	Brc1ccc(-c2csc(/N=C/N3CCOCC3)n2)cc1	i	31.2	-24.2
45	CCOCCCNC(=S)N1CCCN(c2nc3cc(C)cc(C)c3cc2C#N)CC1	i	22.1	-42.5
46	CC1(c2nnc(-c3cccc(Cl)c3)o2)CC(c2ccc(Br)cc2)=NO1 (centres undefined)	i	42.0	-33.1
47	Cc1ccc(CSc2nnc(CS(=O)Cc3ccc(Cl)cc3Cl)n2C)cc1 (centres undefined)	i	10.2	-24.0
48	CCCCn1c(N)c(N(CC)C(=O)c2cc(S(=O)(=O)N3CCN(CC)CC3)ccc2Cl)c(=O)[nH]c1=O	i	1.6	-10.2
49	O=C(Nc1cccnc1Cl)c1cc(-c2ccccc2O)on1	i	16.1	2.0
50	Cc1ccc(CNc2oc(C)nc2C#N)cc1	i	7.3	-9.6
51	CCc1nc2ccccc2c(=O)n1NCCc1ccccc1	i	14.0	-24.5
52	COc1ccc2oc(C(=O)NCCC(C)C)c(C)c2c1	i	11.2	-14.7
53	CC(C)CC1(C(=O)NCc2cc(F)cc(C(F)(F)F)c2)C=CCN1C(=O)c1ccccc1 (centres undefined)	i	9.1	-14.9
54	Cc1cccnc1NC(=O)c1ccc(OCc2c(C)noc2C)cc1	i	22.1	3.4
55	CCCCc1ccc(NC(=O)CN2C(=O)C3CCCCC3C2=O)cc1 (centres undefined)	i	6.1	-2.7
56	C=CCNC(=S)NNC(=O)C(CCC(C)C)CC(C)(C)O (centres undefined)	i	11.1	-5.5
57	Cc1cc(-n2c(C)cc(C(=O)CN3C(=O)NC4(CCCCC4)C3=O)c2C)no1	i	-3.3	-23.2
58	CC(C)Cc1nnc(NC(=O)C2CSC3(C)CCC(=O)N23)s1 (centres undefined)	i	8.5	-4.4
59	COC(=O)[C@@H](NC(=O)Nc1ccc(S(N)(=O)=O)cc1)C(C)C	i	9.5	12.0
60	CC[N+](C)(CC)CCC[n+]1c(-c2ccccc2)c2cc(N)ccc2c2ccc(N)cc21	i	48.7	-1.1

Some of the entries so far, in transposed form.
(41) COc1cccc(CNC(=O)C2CCN(S(=O)(=O)c3ccc(Br)s3)CC2)c1
(42) O=C1OC(c2ccc(O)cc2)(c2ccc(O)cc2)c2ccccc21
(43) O=C1C2C(C(=O)N1c1ccccc1)N1CCCN1C2c1ccccc1 (centres undefined)
(44) Brc1ccc(-c2csc(/N=C/N3CCOCC3)n2)cc1
(45) CCOCCCNC(=S)N1CCCN(c2nc3cc(C)cc(C)c3cc2C#N)CC1
(46) CC1(c2nnc(-c3cccc(Cl)c3)o2)CC(c2ccc(Br)cc2)=NO1 (centres undefined)
(47) Cc1ccc(CSc2nnc(CS(=O)Cc3ccc(Cl)cc3Cl)n2C)cc1 (centres undefined)

| assay / compound | 41 | 42 | 43 | 44 | 45 | 46 | 47 |
| --- | --- | --- | --- | --- | --- | --- | --- |
| CHT allo act | i | i | i | i | i | i | i |
| OX1R antag-2 | 8.3 | 11.1 | 16.8 | 31.2 | 22.1 | 42.0 | 10.2 |
| OX1R antag-1 | -42.8 | -3.0 | -16.6 | -24.2 | -42.5 | -33.1 | -24.0 |

(48) CCCCn1c(N)c(N(CC)C(=O)c2cc(S(=O)(=O)N3CCN(CC)CC3)ccc2Cl)c(=O)[nH]c1=O
(49) O=C(Nc1cccnc1Cl)c1cc(-c2ccccc2O)on1
(50) Cc1ccc(CNc2oc(C)nc2C#N)cc1
(51) CCc1nc2ccccc2c(=O)n1NCCc1ccccc1
(52) COc1ccc2oc(C(=O)NCCC(C)C)c(C)c2c1
(53) CC(C)CC1(C(=O)NCc2cc(F)cc(C(F)(F)F)c2)C=CCN1C(=O)c1ccccc1 (centres undefined)
(54) Cc1cccnc1NC(=O)c1ccc(OCc2c(C)noc2C)cc1

| assay / compound | 48 | 49 | 50 | 51 | 52 | 53 | 54 |
| --- | --- | --- | --- | --- | --- | --- | --- |
| CHT allo act | i | i | i | i | i | i | i |
| OX1R antag-2 | 1.6 | 16.1 | 7.3 | 14.0 | 11.2 | 9.1 | 22.1 |
| OX1R antag-1 | -10.2 | 2.0 | -9.6 | -24.5 | -14.7 | -14.9 | 3.4 |

(55) CCCCc1ccc(NC(=O)CN2C(=O)C3CCCCC3C2=O)cc1 (centres undefined)
(56) C=CCNC(=S)NNC(=O)C(CCC(C)C)CC(C)(C)O (centres undefined)
(57) Cc1cc(-n2c(C)cc(C(=O)CN3C(=O)NC4(CCCCC4)C3=O)c2C)no1

| assay / compound | 55 | 56 | 57 |
| --- | --- | --- | --- |
| CHT allo act | i | i | i |
| OX1R antag-2 | 6.1 | 11.1 | -3.3 |
| OX1R antag-1 | -2.7 | -5.5 | -23.2 |

Following part
entry	canonical_smiles	CHT allo act	OX1R antag-2	OX1R antag-1
61	CCOC(=O)CSc1nnc(CNC(=O)c2ccc([N+](=O)[O-])cc2)n1C	i	53.8	1.7
62	CCOC(=O)c1ccc(-n2c(N)c(C(=O)NCC3CCCO3)sc2=S)cc1 (centres undefined)	i	15.8	-20.0
63	CCOC(=O)c1c(-c2ccc(C)cc2)csc1/N=C/N(C)C	i	18.4	-29.7
64	CCOC(=O)CNC(=O)COc1coc(CN2CCN(c3ccccc3)CC2)cc1=O	i	13.2	10.6
65	CC1CCc2c(C(=O)NCc3cccnc3)csc2C1 (centres undefined)	i	21.1	-31.5
66	Cc1ccc(C(=O)NNC(=O)Cc2nc3nc(C)cc(C)n3n2)cc1	i	9.5	-10.6
67	O=C1CC(N2CCN(S(=O)(=O)c3ccccc3)CC2)C(=O)N1c1ccccc1 (centres undefined)	i	2.7	1.8
68	CC1c2cccn2CCN1S(=O)(=O)c1ccccc1 (centres undefined)	·	0.8	-8.9
69	Cc1oc(-c2cc(F)ccc2F)nc1CN1CCC(C(=O)N2CCOCC2)CC1	i	7.8	-18.5
70	COC(=O)[C@H]1C2CCC(C(=O)OC)(CC2)[C@H]1C(=O)OC	i	21.2	-13.5
71	Cc1ccc([N+](=O)[O-])c(C(=O)N/N=C/c2cccnc2)c1	i	41.5*	-2.5
72	O=C(O)Cc1ccc(Nc2cnn(C34CC5CC(CC(CC(=O)O)(C5)C3)C4)c(=O)c2Cl)cc1	i	4.0	-2.3
73	CN(C)C(=O)c1cc(F)ccc1Sc1cc(Cl)ccc1Cl	i	4.6	-28.7
74	CC(C)c1cc(C(=O)NCCc2ccccc2)no1	i	1.8	-10.8
75	CCCCN1C(=O)CCC(C(=O)O)C1c1ccccc1 (centres undefined)	i	15.5	-6.8
76	COc1cc2c(OC(C)=O)c3c(c(-c4ccc5c(c4)OCO5)c2cc1OC)C(=O)OC3	i	14.8	-13.2
77	CN1CCN(NC(=O)Nc2cccc(F)c2)CC1	i	2.4	0.2
78	COCCCNCCCOc1ccc(Cl)cc1Br	i	8.7	-10.6
79	CCOC(=O)C1(Cc2ccccc2C)CCCN(Cc2cn(C)nc2C)C1 (centres undefined)	i	18.0	-17.6
80	O=C(NCc1cccc(F)c1)c1ccc2nc(N3CCOCC3)sc2c1	i	18.1	-11.0
81	O=C(Nc1ccccc1)NC1CS(=O)(=O)CC1O (centres undefined)	i	6.3	-11.7
82	O=[N+]([O-])c1ccccc1S(=O)(=O)Nc1cccc2cccnc12	i	9.0	13.0
83	CC1(C)CNC(=O)c2sc(NC(=O)CN3CCOCC3)nc2C1	i	8.2	-1.2
84	COc1ccc(NS(=O)(=O)c2cc(NC(=O)/C=C/c3cc(OC)ccc3OC)ccc2N2CCCCC2)cc1	i	1.5	-4.2

The final two records of the part above are carried over, then new ones follow:
entry	canonical_smiles	CHT allo act	OX1R antag-2	OX1R antag-1
83	CC1(C)CNC(=O)c2sc(NC(=O)CN3CCOCC3)nc2C1	i	8.2	-1.2
84	COc1ccc(NS(=O)(=O)c2cc(NC(=O)/C=C/c3cc(OC)ccc3OC)ccc2N2CCCCC2)cc1	i	1.5	-4.2
85	CCCCC1=CC2=C(c3ccco3)C(=O)C(C)(OC(=O)c3ccc(OC)cc3)C(=O)C2=CN1Cc1ccco1 (centres undefined)	i	24.5	-2.6
86	Cc1nc(CS(=O)(=O)c2ccc(Cl)cc2)sc1C(=O)O	i	1.4	-3.9
87	CC(C)(C)N(CC(=O)NC1CCCCC1)C(=O)CS(=O)CC(=O)Nc1ccc(F)cc1 (centres undefined)	i	18.3	-10.8
88	O=C(CCc1ccccc1)NCC(=O)N/N=C/c1ccc2c(c1)OCO2	i	17.1	-20.7
